VIM-2 inh – inhibitors of Pseudomonas aeruginosa VIM-2 metallo-beta-lactamase. purified VIM-2, nitrocefin hydrolysis, epi-absorbance fluorescence. inhibition, % at 5.6 µM. 290,000 compounds, 0.89% hits. AID 1527;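 active means inhibition above the mean of all tested compounds plus 3 SD, cutoff set per screening run, cut at about 7.5% in these data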;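 further: red hydrolysis product quenches plate fluorescence so inhibitors raise well fluorescence; 0% = enzyme with DMSO and 100% = DMSO without enzyme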
NALP1 inh – inhibitors of NALP1 inflammasome in yeast; inhibition, % at 10 µM; 280,000 compounds, 0.61% hits; S. cerevisiae NALP1/ASC/caspase-1 growth, X-gal OD620, 72 h; in the data active means inhibition mostly above about 24%, no sharp cut-off; inactive means mostly below about 32%; further: some compounds called inactive have numbers as strong as hits
DNA FID counter – counter-screen for HCV NS3 helicase inhibitors: DNA intercalator displacement. DNA fluorescent intercalator displacement, fluorescence. inhibition, % at 7.9 µM. 290,000 compounds, 0.17% hits. AID 1845; in the data active means inhibition above about 37%;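 further: 0% = vehicle and 100% = reference compound; higher means more ethidium bromide displaced from hairpin DNA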
MEKK2 mut-MEK5 – signal of MEK5 binding to mutant human MEKK2 PB1 domain; bead flow cytometry, Alexa488-MEK5 binding to MEKK2 mutant; percent response, % at 10 µM; AID 1530; 290,000 compounds, 0.35% hits; in the data active means percent response above about 24%, passing the limit was not always enough; further: inactives centre near 1; some results filed as inactive read as strong as hits
MEKK2 WT-MEK5 – raises or lowers MEK5 binding to wildtype human MEKK2 PB1 domain; Q9Y2U5; bead flow cytometry, Alexa488-MEK5 binding to MEKK2 WT; actives lie on both sides; binding response (% of control), % at 10 µM; 290,000 compounds, 1.1% hits; AID 1531; in the data active means binding response below about 67% or above about 130%
NS3 helicase inh – HCV NS3 helicase inhibition; AID 1800; 290,000 compounds, 0.56% hits; inhibition, % at 10.9 µM; NS3 helicase DNA unwinding, Cy5 molecular beacon fluorescence;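 active means inhibition above the mean of all tested compounds plus 3 SD, set per campaign, cut at about 35% in these data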;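 further: 0% = DMSO wells and 100% = thioflavine S control wells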
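Compound dosing – single dose, 10.9 µM nominal final, DMSO 0.8% final · System – NS3 helicase fragment of HCV · Buffer or medium – MOPS pH 6.5, MgCl2, DTT, Tween20, BSA · Signal – Cy5 beacon fluorescence read at start and 1 h · Also added – annealed dual-labelled DNA beacon duplex, ATP-started · Schedule – 1 h at 25 °C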
IMP-1 inhibitor – inhibitors of Pseudomonas aeruginosa IMP-1 metallo-beta-lactamase; purified IMP-1, nitrocefin hydrolysis, epi-absorbance fluorescence; inhibition, % at 5.6 µM; 290,000 compounds, 0.45% hits; AID 1556;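 active means inhibition above the mean plus 3 SD of all compounds in the same screening run, cut at about 4.5% in these data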;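 further: 0% = IMP-1 with DMSO and 100% = DMSO wells lacking enzyme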
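System: purified recombinant IMP-1 beta-lactamase. Medium: Zinc- and detergent-supplemented HEPES buffer, pH 7.1. Compound: one 5.6 µM dose […]. Schedule: 15 min preincubation plus 25 min reaction at 25 °C. Technique: Epi-absorbance fluorescence, 480 nm excitation, 530 nm emission.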
PfM18AAP inh – blocks P. falciparum M18 aspartyl aminopeptidase | inhibition, % at 7.35 µM | 290,000 compounds, 1.2% hits | recombinant PfM18AAP, H-Glu-NHMec fluorogenic cleavage | AID 1822;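 active means inhibition above the campaign mean inhibition over all tested compounds plus 3 SD, cut at about 28% in these data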;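 further: 0% = plate median of test compound wells and 100% = 2 mM ZnCl2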
UBC9 SUMO inh – inhibitors of human SUMOylation (UBC9); HTRF SUMOylation assay, SAE1/SAE2 + UBC9, in vitro; AID 2006; inhibition, % at 35 µM; 290,000 compounds, 0.36% hits; P63279; in the data active means inhibition above about 50%, passing the limit was not always enough; further: strong numbers were not always called active
Target sequence (P63279 whole entry, looked up): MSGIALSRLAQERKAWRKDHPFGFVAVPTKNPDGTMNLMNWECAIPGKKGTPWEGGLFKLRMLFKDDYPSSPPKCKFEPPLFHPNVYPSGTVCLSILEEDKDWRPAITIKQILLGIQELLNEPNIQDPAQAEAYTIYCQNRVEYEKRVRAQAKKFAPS
* marks the source's active call; other numbers are inactive results; & = joins results of further samples; ! = repeats disagree. Rows are unselected, and some 4.7% of all compounds hit somewhere here.

Screening CNc1ccccc1C(C)(C)c1cn(-c2ccc([N+](=O)[O-])cc2)nn1 returned VIM-2 inh -0.1, NALP1 inh 13, DNA FID counter -26, MEKK2 mut-MEK5 -3, MEKK2 WT-MEK5 98, NS3 helicase inh -8, IMP-1 inhibitor -1.2, PfM18AAP inh 5 and UBC9 SUMO inh 8.
`CC(SCc1ccccc1)C(=O)N/N=C/c1ccc(OCC(=O)NCc2ccco2)cc1` (centres undefined) gave VIM-2 inh -2.9, NALP1 inh 17, DNA FID counter -28, MEKK2 mut-MEK5 19, MEKK2 WT-MEK5 102, NS3 helicase inh 5, IMP-1 inhibitor -2.6, PfM18AAP inh 4 and UBC9 SUMO inh -6.
COCCNC(=O)/C(C#N)=C/c1ccc(-c2ccc(S(=O)(=O)N3CCOCC3)cc2)o1 was read as VIM-2 inh -4.4, NALP1 inh 20, DNA FID counter -14, MEKK2 mut-MEK5 -2, MEKK2 WT-MEK5 97, NS3 helicase inh 18, IMP-1 inhibitor -2.3, PfM18AAP inh -4 and UBC9 SUMO inh 12.
Screening Cc1cc(C)cc(-n2ncc3c2CCCC3NC(=O)CCN2CCCC2=O)c1 (centres undefined) returned VIM-2 inh -0.5, NALP1 inh 5, DNA FID counter -32, MEKK2 mut-MEK5 5, MEKK2 WT-MEK5 106, NS3 helicase inh 2, IMP-1 inhibitor -2.6, PfM18AAP inh 0 and UBC9 SUMO inh 5.
Screening O=C(CN(Cc1ccccc1Cl)C(=O)c1ccc(CN2CCOCC2)o1)NCC1CCCO1 (centres undefined) returned VIM-2 inh -2.5, NALP1 inh -2, DNA FID counter -16, MEKK2 mut-MEK5 -1, MEKK2 WT-MEK5 97, NS3 helicase inh -3, IMP-1 inhibitor -1.2, PfM18AAP inh 5 and UBC9 SUMO inh 15.
`COc1cc(-c2nnn(CC(=O)N3CCOCC3)n2)cc(OC)c1OC` gave VIM-2 inh -1.2, NALP1 inh 17, DNA FID counter 3, MEKK2 mut-MEK5 1, MEKK2 WT-MEK5 101, NS3 helicase inh 0, IMP-1 inhibitor -3.1, PfM18AAP inh 1 and UBC9 SUMO inh 18.
For CCCCOC(=O)CSc1nc2ccccc2o1 the results were VIM-2 inh -0.8, NALP1 inh 8, DNA FID counter -7, MEKK2 mut-MEK5 -1, MEKK2 WT-MEK5 96, NS3 helicase inh 1, IMP-1 inhibitor -0.9, PfM18AAP inh -3 and UBC9 SUMO inh 8.
`CC1CCCN(c2nc3c(c(=O)[nH]c(=O)n3C)n2CCSc2ncccn2)C1` (centres undefined) gave VIM-2 inh -3.7, NALP1 inh 10, DNA FID counter -12, MEKK2 mut-MEK5 17, MEKK2 WT-MEK5 104, NS3 helicase inh 0, IMP-1 inhibitor -2.4, PfM18AAP inh 1 and UBC9 SUMO inh 10.
Cc1c[nH]c(=O)c([N+](=O)[O-])c1 was read as VIM-2 inh -2.0, NALP1 inh 9, DNA FID counter -2, MEKK2 mut-MEK5 -4, MEKK2 WT-MEK5 98, NS3 helicase inh -2, IMP-1 inhibitor -2.6, PfM18AAP inh -2 and UBC9 SUMO inh 19.
For CCOC(=O)C/C(C)=N/NC(=O)COc1ccccc1C the results were VIM-2 inh -1.4, NALP1 inh 33, DNA FID counter -9, MEKK2 mut-MEK5 -9, MEKK2 WT-MEK5 83, NS3 helicase inh -6, IMP-1 inhibitor -5.7, PfM18AAP inh 9 and UBC9 SUMO inh -4.
For OC(COc1cccc2ccccc12)CN1CCN(c2ccc(Cl)cc2)CC1 (centres undefined) the results were VIM-2 inh -0.8&-0.7, NALP1 inh 18, DNA FID counter 2&4, MEKK2 mut-MEK5 -2&23, MEKK2 WT-MEK5 144*!, NS3 helicase inh -12&-66, IMP-1 inhibitor -2.1&-3.4, PfM18AAP inh -4&1 and UBC9 SUMO inh -11&-29.
For COc1ccc(-c2nc(NC(=O)c3[nH]c(C)c(C(C)=O)c3C)sc2C)cc1 the results were VIM-2 inh -1.1, NALP1 inh -1, DNA FID counter -3, MEKK2 mut-MEK5 -3, MEKK2 WT-MEK5 101, NS3 helicase inh -7, IMP-1 inhibitor -2.5, PfM18AAP inh 2 and UBC9 SUMO inh -9.
Cc1onc(-c2ccccc2)c1C(=O)N/N=C/C(Br)=C/c1ccccc1 was read as VIM-2 inh -0.9, NALP1 inh 34, DNA FID counter -9, MEKK2 mut-MEK5 1, MEKK2 WT-MEK5 102, NS3 helicase inh -8, IMP-1 inhibitor -2.7, PfM18AAP inh 7 and UBC9 SUMO inh -4.
For O=C1[C@@H]2[C@@H]3C[C@@H]([C@H]4ON=C(c5ccc(OCc6ccccc6)cc5)[C@@H]34)[C@@H]2C(=O)N1c1ccc2c(c1)OCO2 the results were VIM-2 inh -0.6, NALP1 inh 18, DNA FID counter -5, MEKK2 mut-MEK5 0, MEKK2 WT-MEK5 100, NS3 helicase inh -4, IMP-1 inhibitor -2.5, PfM18AAP inh 0 and UBC9 SUMO inh -12.
For COc1ccc(C2=CSC(/N=C/c3ccc(F)cc3)=NN2)cc1 the results were VIM-2 inh -3.0, NALP1 inh -3, DNA FID counter 0, MEKK2 mut-MEK5 -6, MEKK2 WT-MEK5 85, NS3 helicase inh 6, IMP-1 inhibitor -2.4, PfM18AAP inh 20 and UBC9 SUMO inh 6.
Cc1ccc(C(c2nnnn2Cc2ccccc2)N2CCN(Cc3ccccc3)CC2)cc1 (centres undefined) was read as VIM-2 inh -1.4, NALP1 inh -4, DNA FID counter 16, MEKK2 mut-MEK5 4, MEKK2 WT-MEK5 96, NS3 helicase inh -78, IMP-1 inhibitor -1.0, PfM18AAP inh -7 and UBC9 SUMO inh 11.
For O=C(OCC(=O)N(C1CCCCC1)C1CCCCC1)c1ccncc1 the results were VIM-2 inh -3.1, NALP1 inh 18, DNA FID counter -18, NS3 helicase inh 4, IMP-1 inhibitor -1.6, PfM18AAP inh -7 and UBC9 SUMO inh 20.
`Cc1ccc2cc(CN(CCCN3CCOCC3)C(c3nnnn3Cc3ccco3)C(C)C)c(=O)[nH]c2c1C` (centres undefined) gave VIM-2 inh -0.1, DNA FID counter -14, MEKK2 mut-MEK5 10, MEKK2 WT-MEK5 111, NS3 helicase inh 8, IMP-1 inhibitor -3.7 and PfM18AAP inh 14.
For CC(=O)Nc1ccc(NC(=O)c2cccc(-c3cc4ccccc4oc3=O)c2)cc1 the results were VIM-2 inh -1.9, NALP1 inh 9, DNA FID counter -6, MEKK2 mut-MEK5 -3, MEKK2 WT-MEK5 98, NS3 helicase inh 2, IMP-1 inhibitor -3.1, PfM18AAP inh 0 and UBC9 SUMO inh 19.
Cn1c(SCC(=O)N2CCN(S(=O)(=O)c3ccc(Cl)cc3)CC2)nc2ccccc21 was read as VIM-2 inh 0.2, NALP1 inh 28, DNA FID counter -26, MEKK2 mut-MEK5 8, MEKK2 WT-MEK5 129, NS3 helicase inh 0, IMP-1 inhibitor -6.7, PfM18AAP inh 5 and UBC9 SUMO inh -9.
For COc1cccc(OCc2cc(/C=N/NC(=O)c3nc(Cl)c(Cl)c(N)c3Cl)ccc2OC)c1 the results were VIM-2 inh -4.0, NALP1 inh 11, DNA FID counter -10, MEKK2 mut-MEK5 8, MEKK2 WT-MEK5 95, NS3 helicase inh 0, IMP-1 inhibitor -1.3, PfM18AAP inh 2 and UBC9 SUMO inh 8.
For CCCc1cc(=O)n2[nH]c(C)c(-c3ccc(Cl)cc3)c2n1 the results were VIM-2 inh 0.1, NALP1 inh -1, DNA FID counter -26, MEKK2 mut-MEK5 -1, MEKK2 WT-MEK5 103, NS3 helicase inh 20, IMP-1 inhibitor -2.2, PfM18AAP inh -4 and UBC9 SUMO inh 10.
Screening COc1cc(CNC(C)(C)CO)ccc1OCC(=O)NC(C)(C)C returned VIM-2 inh -3.6, NALP1 inh 25, DNA FID counter -4, MEKK2 mut-MEK5 -1, MEKK2 WT-MEK5 95, NS3 helicase inh 5, IMP-1 inhibitor -1.9, PfM18AAP inh -2 and UBC9 SUMO inh 9.
For Cc1c(CN2CCCCC2)c(O)n(CCCO)c(=O)c1C#N the results were VIM-2 inh -3.2, NALP1 inh -3, DNA FID counter -6, MEKK2 mut-MEK5 -9, MEKK2 WT-MEK5 97, NS3 helicase inh 2, IMP-1 inhibitor -2.7, PfM18AAP inh 5 and UBC9 SUMO inh 6.
`CCCc1cc(=O)oc2cc(OCC(=O)NCCCN3CCCC3=O)ccc12` gave VIM-2 inh -0.2, NALP1 inh 12, DNA FID counter -34, MEKK2 mut-MEK5 0, MEKK2 WT-MEK5 98, NS3 helicase inh -1, IMP-1 inhibitor -0.7, PfM18AAP inh -10 and UBC9 SUMO inh 19.
Screening Cc1ccc(NC(=O)CSc2nnc(-c3ccco3)c(-c3ccco3)n2)cc1 returned VIM-2 inh -0.2, NALP1 inh -4, DNA FID counter -6, MEKK2 mut-MEK5 1, MEKK2 WT-MEK5 98, NS3 helicase inh 42*, IMP-1 inhibitor 1.5, PfM18AAP inh -2 and UBC9 SUMO inh 59.
Screening O=C(CN1CCN(Cc2ccccc2F)C1=O)NCCN1CCOCC1 returned NALP1 inh 4, MEKK2 mut-MEK5 5, MEKK2 WT-MEK5 97 and UBC9 SUMO inh 23.
CC(=O)N=Cc1c(C)c(C#N)c(=O)n(C)c1O was read as VIM-2 inh -3.1, NALP1 inh -6, DNA FID counter -3, MEKK2 mut-MEK5 9, MEKK2 WT-MEK5 105, NS3 helicase inh -3, IMP-1 inhibitor -1.5, PfM18AAP inh 9 and UBC9 SUMO inh 33.
Screening COc1ccc(-c2[nH]ncc2/C=C(/C#N)C(=O)NC2CCCCCC2)cc1 returned VIM-2 inh -0.8, NALP1 inh 12, DNA FID counter -23, MEKK2 mut-MEK5 -4, MEKK2 WT-MEK5 95, NS3 helicase inh -6, IMP-1 inhibitor -1.1, PfM18AAP inh -12 and UBC9 SUMO inh 13.
For CN(C)CCC(=O)c1ccc2c(c1)OCO2 the results were VIM-2 inh -1.6, NALP1 inh 17, DNA FID counter 0, MEKK2 mut-MEK5 4, MEKK2 WT-MEK5 106, NS3 helicase inh -6, IMP-1 inhibitor -5.5, PfM18AAP inh 1 and UBC9 SUMO inh 28.
Screening Cn1cnc2c1c(=O)n(Cc1c(Cl)cccc1Cl)c(=O)n2C returned VIM-2 inh -0.3, NALP1 inh 9, DNA FID counter -7, MEKK2 mut-MEK5 -2, MEKK2 WT-MEK5 101, NS3 helicase inh 3, IMP-1 inhibitor -4.5, PfM18AAP inh 1 and UBC9 SUMO inh 7.
Screening O=C(CSc1ccc([N+](=O)[O-])cn1)Nc1cc(C(F)(F)F)ccc1N1CCOCC1 returned VIM-2 inh -2.6, NALP1 inh 8, DNA FID counter -14, MEKK2 mut-MEK5 6, MEKK2 WT-MEK5 105, NS3 helicase inh 0, IMP-1 inhibitor -4.1, PfM18AAP inh 7 and UBC9 SUMO inh -6.
